High-throughput results deposited in PubChem BioAssay by several laboratories.
Arr AP2 block: inhibitors of beta-arrestin/AP2 binding, primary screen, biochemical, GPCR trafficking, flow cytometry | beta-arrestin 1 C-terminal peptide binding to AP2 beta2-adaptin appendage (human) | FITC-arrestin peptide / GST-AP2 beads; AP2 beta2 appendage carries R879A mutation | inhibition, % at 10 µM | 0.31% of 340,000 active | AID 504490, 2011;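 active means inhibition above a set limit, near 3 SD of compounds lacking own fluorescence, cut at about 54% in these data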;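 further: plate controls were DMSO wells for no effect and 5 µM unlabelled arrestin peptide for full effect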
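Material – GST-tagged AP2 beta2-adaptin appendage (R879A) on 4 µm glutathione beads · Probe or stimulus – fluorescein-tagged arrestin peptide at 50 nM final · Timing – 12 min plus 1 h, RT · Detection – bead flow cytometry, FITC channel · Read-out basis – inhibition as reduced fluorescein signal on beads, percent · Medium – PBS plus Tween 20 (0.05%) and BSA (0.1%)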
CAL PDZ FP-1: untagged CAL PDZ binding inhibitors, primary screen, biochemical, fluorescence polarization, HTS | inhibition, % at 24.9 µM | Golgi-associated PDZ and coiled-coil motif-containing protein (Homo sapiens), Q9HD26 | 0.92% of 300,000 active | AID 602252, 2012 | purified CAL PDZ, TMR-peptide fluorescence polarization, 1 h;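 active means mean inhibition of at least 30% with at least half of replicates also reaching 30%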;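 further: 0% = DMSO neutral control and 100% = excess unlabeled competitor peptide PRC23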
V-ATPase pHluor: regulators of yeast V-ATPase proton pumping, primary screen, pHLuorin cytosolic pH fluorescence | S. cerevisiae | response, % at 10 µM | 0.37% of 350,000 active | AID 504577, 2011; in the data active means response mostly above about 7.3%, no sharp cut-off; inactive means mostly below about 5.4%; further: actives read high; inactives centre near 0; some compounds called inactive have numbers as strong as hits; reference of the scale not given here
Keap1-Nrf2 PPI: Keap1-Nrf2 protein-protein interaction inhibitors, primary screen, biochemical, fluorescence polarization, single point; Kelch-like ECH-associated protein 1 (Homo sapiens), Q14145; Keap1 Kelch-Nrf2 peptide fluorescence polarization, 1536-well; 0.15% of 340,000 active; inhibition, % at 9.4 µM; in the data active means inhibition above about 12%;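 further: human Keap1 Kelch domain with fluorescein labeled Nrf2 9mer peptide probe; 0% = neutral control wells and 100% = peptide positive control; higher means more block of Keap1 binding to Nrf2 peptide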
Pemphigus Ab inh: inhibitors of pemphigus antibody binding to DSG3, primary screen, biochemical, bead-based, flow cytometry, scFv-GFP; AID 588358, 2011; 0.48% of 310,000 active; DSG3-coupled beads, scFv-anti-DSG3-GFP binding; active compounds read low; binding (percent of control), % at 10 µM; Desmoglein-3 (Homo sapiens), P32926;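 active means binding more than 3 SD below its plate's average and above zero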;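 further: hits lower antibody fragment binding to DSG3; some compounds called inactive have numbers as strong as hits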
Target sequence (P32926 whole entry, looked up, the tested form may be a part): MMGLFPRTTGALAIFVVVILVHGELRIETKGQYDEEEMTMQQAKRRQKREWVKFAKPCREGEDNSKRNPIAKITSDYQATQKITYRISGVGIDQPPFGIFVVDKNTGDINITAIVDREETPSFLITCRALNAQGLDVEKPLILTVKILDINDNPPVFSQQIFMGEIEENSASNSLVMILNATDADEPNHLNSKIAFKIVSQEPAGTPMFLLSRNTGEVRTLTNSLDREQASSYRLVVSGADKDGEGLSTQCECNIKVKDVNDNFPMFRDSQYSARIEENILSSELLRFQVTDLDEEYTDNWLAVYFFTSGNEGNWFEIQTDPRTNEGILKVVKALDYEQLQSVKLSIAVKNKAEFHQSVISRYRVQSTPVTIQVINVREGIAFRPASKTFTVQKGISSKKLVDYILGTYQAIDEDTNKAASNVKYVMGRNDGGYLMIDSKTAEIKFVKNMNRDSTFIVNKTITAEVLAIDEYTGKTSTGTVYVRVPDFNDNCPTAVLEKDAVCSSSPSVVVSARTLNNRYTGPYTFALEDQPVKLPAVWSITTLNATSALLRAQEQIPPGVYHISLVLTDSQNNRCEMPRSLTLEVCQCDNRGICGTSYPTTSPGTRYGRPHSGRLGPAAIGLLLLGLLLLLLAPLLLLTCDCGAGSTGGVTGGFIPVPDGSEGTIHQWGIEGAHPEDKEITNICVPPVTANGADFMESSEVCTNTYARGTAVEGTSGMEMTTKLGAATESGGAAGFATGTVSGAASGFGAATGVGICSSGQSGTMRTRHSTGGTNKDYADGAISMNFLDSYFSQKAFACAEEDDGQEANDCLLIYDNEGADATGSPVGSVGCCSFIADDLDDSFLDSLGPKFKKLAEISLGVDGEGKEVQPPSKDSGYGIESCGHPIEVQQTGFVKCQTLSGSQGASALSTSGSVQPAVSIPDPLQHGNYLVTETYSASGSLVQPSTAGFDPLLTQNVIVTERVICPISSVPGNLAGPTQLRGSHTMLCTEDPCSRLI
LANA DNA inh: inhibitors of KSHV C-LANA binding to DNA, primary screen, biochemical, fluorescence polarization, FAM-LBS DNA, MBP-C-LANA, single point; Kaposi's sarcoma herpesvirus LANA C-terminal domain (residues 932-1162) DNA binding; inhibition, % at 9 µM; 0.078% of 340,000 active; AID 504423, 2011;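 active means highest replicate inhibition at or above 60% at 9 µM, even if other replicates fall short; inactive means all replicates below 60% inhibition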;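 further: 0% = neutral control wells and 100% = 4 µM acridine orange control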
CAL PDZ FP-2: CAL PDZ peptide-binding inhibitors, primary screen, biochemical, fluorescence polarization, Cer-tagged CAL PDZ, HTS; Golgi-associated PDZ and coiled-coil motif-containing protein (Homo sapiens), Q9HD26; purified CAL PDZ, TMR-peptide fluorescence polarization, 1 h; inhibition, % at 20 µM; 0.02% of 330,000 active; AID 504414, 2011;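 active means highest replicate inhibition of at least 40%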;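 further: plate controls were DMSO neutral control wells for no effect and unlabeled competitor peptide control wells for full effect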
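material = purified tagged CAL PDZ domain construct (CerCALP) | compound dosing = 20 µM, one dose | times = 1 h at RT | measured by = fluorescence polarization from S- and P-plane intensities, G-factor corrected | read-out = inhibition from polarization loss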
RTF Ca sens inh: cardiac RTF calcium sensitivity inhibitors, primary screen, biochemical, IANBD-TnC fluorescence, EC70 calcium | 0.12% of 340,000 active | AID 493244, 2011 | inhibition, % at 7.15 µM | Troponin I, cardiac muscle (Homo sapiens) + Troponin T, cardiac muscle (Homo sapiens) + … | IANBD-labeled cardiac RTF, Ca2+ fluorescence;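 active means inhibition above the mean inhibition of all tested compounds plus 3 SD, cut at about 17% in these data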;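 further: assay run at fixed EC70 calcium of 1.6 mM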
NSD2 inh: NSD2 histone methyltransferase inhibitors, primary screen, biochemical, AlphaScreen, single concentration, set 2 | Histone-lysine N-methyltransferase NSD2 (Homo sapiens), O96028 | NSD2 peptide methylation, 120 min | inhibition, % at 12.5 µM | 0.54% of 310,000 active | AID 743445, 2014; in the data active means inhibition above about 50%
DAGLB inh: DAGLB lipase inhibitors, primary screen, biochemical, fluorescence, HTS; Diacylglycerol lipase-beta (Homo sapiens), Q8NCG7; HEK293T DAGLB membrane lysate, EnzChek fluorogenic substrate; inhibition, % at 5.17 µM; 0.059% of 340,000 active; AID 504411, 2011; in the data active means inhibition above about 34%;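 further: 0% = enzyme with vehicle and 100% = wells lacking enzyme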
Numbers without * were called inactive; nt = no result given.

molecule	Arr AP2 block	CAL PDZ FP-1	V-ATPase pHluor	Keap1-Nrf2 PPI	Pemphigus Ab inh	LANA DNA inh	CAL PDZ FP-2	RTF Ca sens inh	NSD2 inh	DAGLB inh
CC(Oc1ccccc1)C(=O)NC1CC(C)(C)NC(C)(C)C1 (centres undefined)	40	-5	-4	2	nt	7.7	0.6	1	41	-1
COc1ccc(CCNCC(=O)Nc2c(C)cc(C)cc2C)cc1OC	-17	-2	2	4	97	3.1	nt	4	-5	-4
CCCn1c(SCC(N)=O)nc2c(c1=O)C1(CCCC1)Cc1ccccc1-2	20	-5	-2	1	92	-0.7	-5.0	-14	-2	-5
CCOC(=O)c1c(C)c(C(=O)N2CCCCCC2)c(C)n1C	-4	-1	3	2	100	1.1	-0.3	-1	-2	-2
CCOC(=O)C(NS(=O)(=O)c1ccccc1)(C(F)(F)F)P(=O)(OCC(C)C)OCC(C)C (centres undefined)	23	1	-1	-5	104	0.3	0.7	-3	3	1
O=C(Cc1ccc(Br)cc1)OCC(=O)N1CCc2ccccc2C1	31	-8	-3	-1	118	-0.4	0.1	-9	14	-4
COc1ccc(/C=C(\NC(=O)c2cccs2)C(=O)NCc2ccco2)cc1OC	32	nt	-2	nt	108	nt	nt	nt	-1	nt
COc1ccc(C2CC(=O)N3CN(c4ccc(C)c(Cl)c4)CSC3=C2C#N)cc1OC (centres undefined)	-5	-1	-3	-6	94	1.5	0.6	-1	nt	2
COc1cc2c(cc1OC)C(c1cc3cc4c(cc3[nH]c1=O)OCO4)N(C(=O)C(C)C)CC2 (centres undefined)	-14	-2	6	1	100	2.4	-3.7	0	3	2
CC1Cc2ccccc2N1C1=CC(=O)CC(C)(C)C1 (centres undefined)	-7	-3	2	-3	85	-0.8	-1.3	4	-1	-2
Cc1cc(C)c(C(=O)CSc2nnc(-c3cccnc3)n2C)c(C)c1	14	nt	2	-7	99	-0.7	-0.3	0	-1	3
O=C(c1ccco1)N1CCN(C(=O)c2cc(-c3ccccc3F)no2)CC1	3	0	0	-6	94	-0.7	0.6	-3	0	-1
COc1ccc(Nc2ncnc3ccc(Br)cc23)c(OC)c1	-8	-10	0	-3	111	6.2	-1.5	-4	-3	2
Cc1onc(-c2ccccc2)c1CNS(=O)(=O)c1ccccc1	-1	nt	-3	-4	110	1.2	0.3	-6	-3	-1
COCCCN=C1NN=C(c2cc(C)n(-c3ccccc3)c2C)CS1	2	0	-1	-6	92	0.4	-2.3	-3	nt	4
Cc1ccc(S(=O)(=O)n2[nH]c(=O)c(CCO)c2C)cc1	0	5	3	0	102	0.5	-0.8	nt	-2	nt
Nc1cc2[nH]c(=O)c3ccccc3c2cc1[N+](=O)[O-]	-12	-3	0	-4	89	0.3	0.2	13	-2	16
CC(=O)NCCOc1cccc(OCCNC(C)=O)c1	-3	0	-3	-1	nt	0.2	-1.3	-31	-5	1
COc1ccc(N2CCN(C(=O)c3ccc(N(C)S(=O)(=O)c4ccc(OC)cc4)cc3)CC2)cc1	5	-2	0	-2	105	-0.2	0.3	-1	2	1
Nc1nc(SCC(=O)NCc2ccc3c(c2)OCO3)n[nH]1	37	2	1	-2	98	-3.1	0.4	3	-4	-2
CCCCN(C(=S)NC(=O)c1cc(OC)c(OC)c(OC)c1)c1c(N)n(Cc2ccccc2)c(=O)[nH]c1=O	17	3	-2	-1	97	1.0	0.7	-7	3	-20
COC1CCCCC1Nc1cccc(SC)c1 (centres undefined)	18	-4	0	-4	98	-0.6	-2.1	-4	2	-1
c1ccc(Nc2ccccc2Nc2ccccn2)nc1	7	nt	1	-3	98	2.8	-1.9	-4	4	1
C/C(=N/OC(=O)CC(C)C)c1cc(-c2ccc(Cl)cc2)no1	12	-4	1	3	97	0.1	-1.4	-8	-3	-8
COc1ccccc1NC(=S)N1CCNC(=O)C1CC(=O)Nc1cccc(C)c1 (centres undefined)	8	nt	-3	2	91	-0.7	-1.3	-1	-1	-1
CC(CNc1ccc(Cl)cc1)(CNc1ccc(Cl)cc1)[N+](=O)[O-]	-3	nt	8.8*	-5	96	1.9	-0.9	-2	-3	-3
COc1ccc(C(CNC(=O)c2ccc(OC)c(S(=O)(=O)N3CCCC3)c2)N2CCCC2)cc1 (centres undefined)	10	6	4	-5	424	-5.6	-2.0	-7	1	-3
O=C(O)c1ccc2c(c1)C(=O)N(c1cccc(C(=O)/C=C/c3ccccc3)c1)C2=O	-14	nt	-3	-1	108	1.2	-1.8	1	89*	6
C=CCOc1ccc(CN(C)c2ccc(S(=O)(=O)N3CCN(C)CC3)cc2[N+](=O)[O-])cc1	23	3	-3	1	95	1.4	-0.5	-4	nt	0
CCOc1ccc(S(=O)(=O)N2CCCC(C(=O)N3CCOCC3)C2)cc1 (centres undefined)	-14	-3	-3	-6	107	-2.0	-0.2	-9	-4	-1
CCCNC(=O)N1CCC(c2ccc3c(c2)OCO3)CC1	-8	nt	1	1	100	-0.1	0.7	-5	2	-4
Nc1n[nH]c(-c2cccc([N+](=O)[O-])c2)n1	6	-1	-2	-4	98	0.3	-0.9	-5	-1	-3
COc1ccc(N2CCN(C(c3cccs3)C(C)NC(=O)C(=O)N3CCCCC3)CC2)cc1 (centres undefined)	-1	-4	3	-1	nt	0.2	-1.5	0	4	0
O=C(CCNS(=O)(=O)c1ccccc1C(F)(F)F)NCCCN1CCOCC1	7	-1	-3	1	98	nt	0.3	2	-2	-2
Cc1ccc(Cn2ncc3c(N4CCN(C)CC4)ncnc32)cc1	15	4	3	-2	116	-1.2	-0.6	-4	nt	1
COc1ccc(C(=O)NCCCN2CCN(CCCNC(=O)c3ccc(OC)c(OC)c3)CC2)cc1OC	2	nt	4	-4	103	0.2	-0.1	-3	-3	1
CC1(C)Cc2c(sc(NC(=O)c3ccc(C(=O)c4ccccc4)cc3)c2C#N)C(C)(C)N1	13	-2	3	-2	106	0.1	-2.3	-1	17	8
COc1ccccc1CC(=O)Nc1ccc2[nH]ncc2c1	17	-2	2	-4	85	-1.0	-0.1	-2	2	-2
COC(=O)c1ccccc1NC(=O)C1CC(=O)N(c2ccc(F)cc2)C1 (centres undefined)	4	nt	-3	3	102	-1.7	-0.9	-1	1	-3
COc1ccc2oc(C(=O)N3CCN(C(c4ccccc4)c4ccccc4)CC3)c(C)c2c1	22	-7	-1	1	99	0.1	-0.1	5	-1	-8
COc1ccc2[nH]c3c(c2c1)CCN1C(=O)C(CC(=O)NCCc2ccccn2)C[C@H](C(=O)N2CCCCC2)[C@@]31CCc1ccccc1 (some centres undefined)	35	-4	2	-1	100	2.6	0.3	-5	nt	1
Cc1cc(C)n2nc(Cc3ccccc3)nc2n1	30	-1	2	4	91	-0.8	nt	-7	-3	-2
Cc1nc2ccccc2c(=O)n1N	1	-2	2	-3	112	0.0	0.2	-7	-2	0
CC[n+]1c(/C=C/Nc2ccccc2)sc2ccccc21	-14	nt	-5	-6	190	-2.1	-0.3	-2	7	2
NS(=O)(=O)c1cccc(NC(=O)COC(=O)c2cc([N+](=O)[O-])ccc2N2CCCC2)c1	0	nt	-2	-7	95	-1.3	-1.3	-1	5	2
CC1CCN(c2nc(-c3ccccc3)c(C#N)c(=O)[nH]2)CC1	21	-3	-4	0	103	0.5	-1.9	13	1	-1
COc1cccc(N2CCN(C(=O)c3cccnc3)CC2)c1	18	2	2	1	104	2.5	nt	-5	-1	1
CCCNC(=O)C1CC(c2ccc(C(F)(F)F)cc2)=NO1 (centres undefined)	8	-1	5	-3	107	3.1	0.4	-10	nt	0
COc1ccc(CNC(=O)c2cccc(N(C)C)c2)cc1	21	1	10	-1	102	-0.8	-1.0	-7	3	1
CC(NC(=O)COC(=O)c1ccc(N2CCCC2=O)cc1)c1ccc(F)cc1 (centres undefined)	-6	6	0	1	nt	-0.5	0.8	2	0	-1
O=C(CCN1CCCCC1=O)NC1CCCN(Cc2ccc(Cl)cc2)C1 (centres undefined)	7	-3	-3	2	115	1.2	-1.6	-7	1	0
O=C(CCn1c(=S)[nH]c2ccccc2c1=O)NCCc1ccccc1	nt	-4	0	-1	107	1.6	-0.5	1	-3	-1
O=C(CCN=C1NS(=O)(=O)c2ccccc21)OCC(=O)c1ccc(F)cc1	-3	-4	1	-6	101	-0.7	-0.9	-18	-4	1
CC(=O)c1c(C)[nH]c(C(=O)OCC(=O)Nc2cc(S(=O)(=O)N3CCCCC3)ccc2C)c1C	2	-1	1	-1	117	1.1	-1.2	-1	-2	-1
CC(C)N(CCCNC(=O)Cn1c(=O)c2cccn2c2ccccc21)Cc1ccccc1	-8	-3	4	-4	113	0.7	0.5	-11	3	0
COc1cc(/C=C2\SC(=S)N(NC(=O)c3ccncc3)C2=O)ccc1O	-9	-9	-1	-20	99	-5.5	-1.2	1	nt	1
COc1ccc(C2C(C(=O)NCc3ccccc3)=C(C)Nc3ncnn32)cc1OC (centres undefined)	-3	-4	-3	1	104	0.3	1.1	-4	0	1
FC(F)(F)c1ccccc1NC(=S)N1CCc2ccccc2C1	-4	-5	-6	4	95	0.0	-3.0	-8	-1	-2
CC1CC2(CC(C)(C(=O)CSc3n[nH]c(-c4ccccc4Cl)n3)OC2=O)C(=O)O1 (centres undefined)	3	-3	2	-3	nt	-1.0	-2.2	-17	-3	-2

The list is partial. The share of hits here may be higher or lower than overall.
